Screens deposited in PubChem by several laboratories.
UTI89 phage lysis: inhibition of K1F phage lysis, E. coli UTI89, bacterial capsule biogenesis inhibitors, alamar blue (AID 488966). E. coli UTI89 K1F phage lysis, alamar blue, 2 h; higher % means a stronger effect. inhibition, % at 100 µM; hits with a dose series show IC50 in µM. 340,000 tested, 0.02% active;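 active means phage lysis inhibition, versus mean bacterial control, above a set limit; inconclusive means no clear call, values can overlap the other calls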;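 further: capsule biogenesis inhibitors block K1F phage lysis so surviving cells raise fluorescence; higher fluorescence means more inhibition of phage lysis; actives were called in the ten point dose series up to 300 µM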
Dengue-2 NS5 capping: Dengue-2 NS5 methyltransferase inhibitors, primary screen, biochemical, confirmation dose response (AID 588689); 340,000 tested, 0.3% active; Dengue-2 NS5 methyltransferase capping enzyme assay, biochemical; higher % means a stronger effect; one-dose inhibition, % at 25 µM; IC50 in µM for titrated hits; in the data active means a potency from the dose series; inconclusive means inhibition above about 29% without an active follow-up result
NTR1 ag: NTR1-driven beta-arrestin-GFP spot formation – imaging, U2OS cells, high content, primary screen (AID 493036) | agonist mode | activation, % at 20 µM | 330,000 tested, 0.17% active;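 active means activation at or above 40% of the spot to cytoplasm intensity ratio, with at least 20 cells analyzed; inconclusive means wells under 20 cells, flagged as cytotoxic or low count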;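 further: 0% = DMSO without peptide and 100% = 100 nM NTR1 peptide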
Target sequence (P30989 whole entry, looked up): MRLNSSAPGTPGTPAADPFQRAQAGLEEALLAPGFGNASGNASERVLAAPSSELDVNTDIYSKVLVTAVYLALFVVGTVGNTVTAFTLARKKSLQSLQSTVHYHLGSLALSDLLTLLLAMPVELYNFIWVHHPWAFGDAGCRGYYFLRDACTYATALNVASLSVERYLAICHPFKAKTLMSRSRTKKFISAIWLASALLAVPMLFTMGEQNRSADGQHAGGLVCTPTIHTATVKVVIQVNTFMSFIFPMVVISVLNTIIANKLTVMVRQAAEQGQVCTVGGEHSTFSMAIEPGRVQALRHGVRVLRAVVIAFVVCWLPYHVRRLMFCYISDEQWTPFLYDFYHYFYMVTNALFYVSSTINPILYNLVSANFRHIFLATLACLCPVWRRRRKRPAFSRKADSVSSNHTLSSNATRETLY
LYP inhibition: PTPN22 lymphoid phosphatase activity blockers – biochemical, fluorescence intensity, uHTS (AID 1779); recombinant LYP phosphatase, fluorescence intensity; higher % means a stronger effect; inhibition, % at 11.5 µM, or IC50 in µM where a hit was titrated; 290,000 tested, 0.054% active; in the data active means inhibition above about 50%;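 further: plate controls were vehicle with enzyme for no effect and no enzyme for full effect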
WT yeast gro inh: growth inhibition of WT yeast, mitochondrial fusion screen; mitochondrial fusion phenotypic screen, WT strain; inhibition, % at 10 µM; 190,000 tested, 2.1% active; in the data active means inhibition above about 58%; tested in S. cerevisiae
Autophagy HCS: autophagy modulation, high-content screen. MEF GFP-LC3 puncta imaging; test concentration mostly 10 µM. calls only at 10 µM (by protocol). 190,000 tested, 0.98% active;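 active means percentage of spot-positive cells more than 3 SD above its plate mean, without a fluorescence outlier flag or 80% toxicity; inconclusive means no clear call, values can overlap the other calls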;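 further: spot-positive cell cutoff set from DMSO-treated cells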
AID2073: inhibitors of Mint1-CaV2.2 protein interaction, biochemical, HTRF (AID 2073); one-dose inhibition, % at 20 µM; IC50 in µM for titrated hits; 290,000 tested, 0.19% active; HTRF protein-protein interaction, Mint1-CaV2.2; higher % means a stronger effect; in the data active means inhibition mostly above about 51%, no sharp cut-off; inconclusive means no clear call, values can overlap the other calls; inactive means mostly below about 53%; further: some results filed as inactive read as strong as hits
GPR35 antagonists: inhibition of zaprinast-stimulated GPR35 beta-arrestin translocation – imaging, U2OS, beta-arrestin-GFP, zaprinast agonist, primary screen (AID 2058). U2OS GPR35 beta-arrestin-GFP translocation imaging, zaprinast antagonism; higher % means a stronger effect. one-dose inhibition, % at 10 µM; IC50 in µM for titrated hits. 290,000 tested, 0.052% active;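 active means inhibition of at least 50% with at least 30 cells and total cytoplasm GFP at most 10,000,000; inconclusive means under 30 cells or total GFP of 10,000,000 plus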
RSV antiviral HEp-2: inhibition of RSV-induced cytopathic effect – HEp-2 cells, primary 10 µM value included (AID 2391). HEp-2 cells, RSV-induced CPE inhibition; higher % means a stronger effect. 310,000 tested, 0.13% active. CPE inhibition, % at 10 µM; hits with a dose series show IC50 in µM; in the data active means a potency from the dose series; inconclusive means CPE inhibition mostly from about 23% at the one dose, without a potency; inactive means the rest, 99 in 100 with CPE inhibition below about 21%; further: strong numbers were not always called active
WT yeast gro inh mutant strain: second read-out of WT yeast gro inh, no call of its own (marks repeat the call); inhibition, %; mitochondrial fusion phenotypic screen, mutant strain inhibition
Autophagy HCS cell loss 18 h: also measured in Autophagy HCS; calls as there; toxicity, %; measured here: cell loss, nuclei count;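 cell loss after 18 h compound exposure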
NTR1 ag cell count 20 µM: also measured in NTR1 ag; calls as there; cell count; measured here: cell count, cytotoxicity flag
Dengue-2 NS5 capping pilot replicate: recorded beside Dengue-2 NS5 capping, whose call it bears; inhibition, %; measured here: pilot screen replicate inhibition
An asterisk follows results filed as active; i = inactive; ? = inconclusive; · = not tested or not shown; & = joins results of further samples; [ ] = another dose, or the depositor's remark.

SMILES | UTI89 phage lysis | Dengue-2 NS5 capping | NTR1 ag | NTR1 ag cell count 20 µM | LYP inhibition | WT yeast gro inh | WT yeast gro inh mutant strain | Autophagy HCS | Autophagy HCS cell loss 18 h | AID2073 | GPR35 antagonists | RSV antiviral HEp-2 | others
O=C(CCSc1nnc2scc(-c3ccccc3)n12)NCc1ccc2c(c1)OCO2 | 0.2% | -6% | 0.7 | 76 | -4% | 0 | -22 | i | -8 | -8% | 7% | 2.3% | Dengue-2 NS5 capping pilot replicate=-7.0
COc1ccc(-c2nc(-c3ccncc3)no2)cc1OC | 0.8% | 3% | 5.2 | 81 | -8% | 26 | 4 | i | -4 | -4% | -8% | 2.8% | Dengue-2 NS5 capping pilot replicate=1.5
O=C(c1cccc(C(=O)N2CCN(Cc3ccccc3)CC2)c1)N1CCN(Cc2ccccc2)CC1 | 0.3% | -1% | 2.6 | 58 | -5% | 4 | -3 | i | -5 | -9% | -2% | 15%
O=C(NC(=S)Nc1ccc(Oc2ccc(Cl)cc2)cc1)c1ccccc1 | 0.3% | -5% | 4.8 | 35 | 3% | 6 | 6 | i | 10 | 28% | 5% | 7.7%
CC(C)N(C)Cc1nnnn1CC(=O)N(C)Cc1ccc(F)cc1 | 0.1% | -10% | -1.0 | 61 | -6% | · | · | · | · | 2% | 6% | 1.0%
Cc1cc(C)cc(NC(=O)NC(C)C2CCCO2)c1 (stereo not given) | 0.5% | -6% | -0.3 | 84 | -10% | -20 | 6 | i | 8 | 2% | 9% | 0.5%
CC(C)Oc1ccc(NC(=O)c2ccncc2)cc1 | -0.1% | -5% | 2.2 | 95 | -10% | 21 | 22 | i | -3 | 2% | 7% | 2.9%
CCOC(=O)c1cnc2c(c(C)nn2C)c1Oc1ccc(Cl)cc1 | -0.3% | -2% | 1.1 | 82 | 1% | 1 | -3 | i | 0 | 5% | -9% | 3.7%
CC(=O)NS(=O)(=O)c1ccc(NC(=O)c2cc(-c3ccc(C)cc3)nc3ccccc23)cc1 | -1.2%[50 µM] | 10% | 1.6 | 59 | -2% | 6 | 18 | i | -6 | -4% | 3% | 2.2%
Cc1cccc(S(=O)(=O)C(C#N)c2nc3ccccc3nc2N2CCOCC2)c1 (stereo not given) | -1.6% | -9% | 4.8 | 50 | -8% | -8 | 12 | i | -8 | 4% | 7% | 4.8%
COc1ccc2o/c(=N\O)c(C(=O)Nc3ccccc3OC)cc2c1 | 1.1% | -1% | 13 | 30 | -6% | -4 | -6 | i | 2 | 4% | 7% | 28%
Cc1ccc(-n2c(SCC(=O)OC(C)C)nnc2-c2ccncc2)cc1 | -0.6% | -5% | 1.3 | 56 | -8% | -16 | -17 | i | 4 | -3% | 0% | -2.0%
CCCN1CCC(NCC(C)c2ccccc2)CC1 (stereo not given) | 1.0% | · | 1.3 | 50 | -15% | · | · | · | · | -4% | 0% | -0.8%
Cc1[nH]c2ccccc2c1C(=O)CN1CCC2(CC1)OCCO2 | -0.3% | 0% | 1.0 | 65 | -6% | -3 | -7 | i | -30 | -6% | 8% | 1.1%
O=C(O)C1C2CCC(C2)C1C(=O)NCCC1=CCCCC1 (stereo not given) | 2.5% | 2% | 0.7 | 44 | -6% | -6 | -11 | i | 6 | 0% | 5% | 0.5%
C#CCNC(=O)/C=C/c1ccc(OC)cc1 | 0.5% | -7% | -5.1 | 99 | 0% | 8 | -9 | i | 6 | 17% | -7% | 1.1%
COc1ccc(C(=O)NC23CC4CC(CC(C4)C2)C3)cc1OC | 0.1% | -2% | 0.6 | 77 | -7% | · | · | · | · | -3% | 7% | 2.6% | Dengue-2 NS5 capping pilot replicate=0.9
Clc1cc(Cl)cc(Nc2ncn[nH]2)c1 | -0.2% | -3% | 0.1 | 59 | 14% | -17 | -10 | i | 5 | 9% | -9% | 41%
CC(CC(=O)NNC(=O)c1cccc(Cl)c1)c1ccccc1 (stereo not given) | -0.4% | -9% | -0.2 | 41 | -14% | · | · | · | · | 1% | 2% | 0.5%
CCSc1cc(N2CCCC2)nc(-c2ccc(F)cc2)n1 | 0.3% | -1% | 3.4 | 45 | 4% | -9 | 0 | i | 15 | 2% | -8% | 2.8%
COC(=O)c1cc(-c2c(C)oc3cc(OC)ccc3c2=O)c(C)o1 | 0.1%[50 µM] | -4% | -0.6 | 54 | 0% | -18 | -8 | i | -8 | -1% | 5% | 2.1%
CCOC(=O)c1ccc(/C=N/O)[n+](Cc2ccccc2)c1 | 0.9% | 2% | -0.7 | 45 | -6% | · | · | · | · | -2% | -7% | 2.5%
Nc1ccc(Cc2nc3cc4ccccc4cc3[nH]2)cc1 | · | · | -0.1 | 42 | -5% | 1 | -3 | i | -20 | 41% | 9% | 15µM*
COc1cc(N2Cc3ccccc3C2)ccc1C=O | 2.8% | -10% | 0.3 | 43 | 0% | · | · | · | · | 20% | -4% | 3.5%
CN(C)CC/C=C1/c2ccccc2CS(=O)(=O)c2ccccc21 | 0.1% | 0% | -0.3 | 50 | · | · | · | · | · | · | · | -0.2%
COc1ccc(CCN2C(=O)CC(NNC(=O)c3cccc(O)c3)C2=O)cc1 (stereo not given) | 0.5%[50 µM] | -6% | 1.0 | 42 | 6% | -22 | 11 | i | -2 | 3% | -6% | 1.3%
O=C(NCCc1cccc(Cl)c1)c1ccc2c(c1)OCO2 | 0.4%[50 µM] | -6% | 0.2 | 59 | -13% | · | · | · | · | 0% | -9% | 2.0%
C#CCOCCOCCOCCNc1nc(N2CCN(C(=O)CCCCCCCCCCNC(=O)[C@H](CCCCN)n3cc(C)nn3)CC2)nc(N2CCN(C(=O)CCCCCCCCCCNC(=O)[C@@H]([C@H](C)CC)n3cc(CCCCCN)nn3)CC2)n1 | -3.5% | -8% | 15 | 104 | · | · | · | · | · | · | · | -3.4%
CCn1c(SCC(=O)Nc2ccccc2N2CCOCC2)nnc1-c1ccccc1 | 0.4% | 2% | -1.1 | 86 | 0% | 14 | -1 | i | -3 | -8% | 9% | 2.2%
C/C(=N\NC(N)=O)c1ccc(Cl)cc1 | -0.7% | -9% | -1.0 | 52 | -2% | 26 | 12 | i | 12 | 24% | 16% | -3.7%
CCc1cc(=O)oc2cc(C)cc(OCC(=O)N3CCC(C(=O)O)CC3)c12 | 2.5% | 1% | -0.4 | 92 | -4% | · | · | · | · | 22% | 2% | 0.9%
Cc1ccc(SCC(=O)NN2C(=O)c3ccccc3C2=O)cc1 | -0.8% | -1% | 0.7 | 49 | -1% | 0 | -2 | i | 5 | 49% | 26% | -1.9%
O=C1c2cccc3cccc(c23)C(=O)N1CCN1CCN(CC(O)COc2ccc3ccccc3c2)CC1 (stereo not given) | 6.6% | -8% | 13 | 44 | -1% | 99 | 99 | i | 0 | ? | 2% | ?
CCCCCCn1c(SCC(=O)c2ccccc2)nc2c1c(=O)[nH]c(=O)n2C | 2.2% | 1% | 5.9 | 63 | 0% | 15 | 1 | · | · | -13% | -9% | 0.6%
COc1cccc(-c2nc(-c3ccc(C(=O)O)cc3)no2)c1 | -0.8% | -9% | -1.1 | 62 | · | · | · | · | · | · | · | 2.1%
CCc1cc2ccc(C)cc2nc1SCC(=O)Nc1cc(OC)c(OC)cc1C(=O)O | 0.5%[50 µM] | 4% | -0.7 | 51 | -6% | -3 | -17 | i | 3 | 3% | 2% | 4.3%
CC(=O)Nc1ccc(NC(=O)c2cc([N+](=O)[O-])cc([N+](=O)[O-])c2)cc1 | -0.2% | -5% | 0.3 | 64 | -5% | · | · | · | · | 1% | 5% | 0.6%
CN1CCc2c(sc(/N=C/c3cc(Cl)ccc3O)c2C#N)C1 | 0.0% | -2% | 0.7 | 54 | -6% | · | · | · | · | -35% | 13% | -0.3%
CCCCNC(=S)N/N=C/c1cc(C)ccc1C | 0.3% | -7% | 17 | 63 | 9% | 66* | 18* | i | -2 | -7% | 10% | 4.5%
Cc1cnc(NC(=O)c2cc3c(s2)CCCC3)s1 | -0.7%[50 µM] | -3% | 1.2 | 52 | -4% | 40 | 39 | i | -13 | 12% | 9% | 8.6%
CCN(CC)C(=O)CSc1nc2cc3c(cc2c(=O)n1CCCC(=O)NCCc1ccc(OC)c(OC)c1)OCO3 | 0.2% | 2% | 1.5 | 46 | -3% | 4 | -6 | i | -2 | -6% | 3% | 1.2%
CCOc1cc(/C=C2/C(=N)N3OC(C)=CC3=NC2=O)ccc1OC | 4.2% | · | -1.7 | 77 | 2% | 22 | 9 | i | -2 | 10% | 3% | -0.6%
Cc1csc(NC(=O)c2ccoc2C)n1 | 0.2% | -11% | 3.1 | 79 | -2% | -5 | 17 | i | -8 | 0% | -11% | 1.3%
COc1ccc(C(=O)C[n+]2cc(-c3ccc(OC)cc3)n3c2CCCC3)cc1 | 0.8%&-0.1% | -15%&-3% | 0.4&0.3 | 57&33 | -6%&-8% | 11&3 | -12&1 | i | 9&11 | -4%&7% | -2%&6% | -0.7%&7.0%
COc1ccc(C(=O)NCCS(=O)(=O)NCc2ccc(F)cc2)cc1 | 1.0%[50 µM] | 4% | -0.2 | 40 | · | · | · | · | · | · | · | 1.6%
CN(CC(=O)Nc1ccc(S(N)(=O)=O)cc1)C1CCCCC1 | 0.1% | 2% | 0.9 | 58 | -12% | · | · | · | · | 9% | -20% | -0.4%
Cc1cc(OC(C)C(=O)NCC(O)c2ccccc2)c2c(C)cc(=O)oc2c1 (stereo not given) | -0.1% | 2% | 0.9 | 67 | -11% | · | · | · | · | 18% | 11% | 1.5%
CC1CCC(NC(=S)NCCN(C)C)CC1 (stereo not given) | -0.3% | -14% | -0.4 | 27 | -7% | -1 | 10 | i | 17 | 1% | -7% | -1.5%
CC1(C)CC(CC(=O)O)(c2ccc(F)cc2)CCO1 (stereo not given) | 1.6% | -1% | 1.7 | 46 | -9% | 1 | 10 | i | 5 | 22% | 6% | 2.3%
CCN(CC)CCNC(=O)C1c2cc(OC)c(OC)cc2C(=O)N(C)C1c1cccs1 (stereo not given) | 0.2% | -8% | 2.2 | 73 | 0% | -10 | 33 | i | 0 | 1% | -15% | 1.1%
COc1ccc(OC)c(N(/C(N)=N/c2nc(C)cc(C)n2)S(=O)(=O)c2ccc(NC(C)=O)cc2)c1 | 0.1% | 12% | 4.1 | 50 | -7% | · | · | · | · | 15% | 13% | 0.5%
